Compound activity from PubChem.
RGS4 block: inhibitors of human RGS4. P49798. B-score at 10 µM. AID 463165. hit rate 0.45% among 310,000. HEK293 M3R/RGS4 inducible, Fluo-4 calcium flux; active compounds read high; triggered by carbachol at its EC20;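 active = B-score, a plate-corrected calcium signal, over three deviations above library mean, with baseline fluorescence within five deviations of library mean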;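 note: RGS4 expression induced by doxycycline in cells with stable M3 receptor; B-score is computed from the integrated fluorescence ratio over baseline after carbachol; higher B-score means a larger calcium signal and so more RGS4 inhibition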
Target sequence (P49798 whole entry, looked up): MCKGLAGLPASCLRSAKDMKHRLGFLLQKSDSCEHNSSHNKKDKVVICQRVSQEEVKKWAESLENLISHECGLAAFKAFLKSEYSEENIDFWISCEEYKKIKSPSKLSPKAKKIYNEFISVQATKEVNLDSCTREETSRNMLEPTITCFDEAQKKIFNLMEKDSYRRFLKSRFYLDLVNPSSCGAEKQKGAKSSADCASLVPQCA
HIF act: HIF pathway transcriptional activation. U2OS HRE-luciferase reporter, luminescence; normalized: DMSO 0%, desferrioxamine 100%. activation, % at 7.5 µM (by protocol). hit rate 0.32% among 300,000;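 active = mean activation of at least 10% of the iron chelator positive control signal, with at least half of replicates also reaching 10%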
MrgX1 ag: activates human MrgX1 receptor signaling | MrgX1-HEK293 cells, Fluo-4 calcium fluorescence, agonist mode; active compounds read high | B-score at 10 µM | hit rate 0.44% among 310,000 | Q96LB2;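 active = calcium response B-score plate-corrected fluorescence ratio at least 3 library SD, with starting fluorescence B-score inside 5 SD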
Target sequence (Q96LB2 whole entry, looked up): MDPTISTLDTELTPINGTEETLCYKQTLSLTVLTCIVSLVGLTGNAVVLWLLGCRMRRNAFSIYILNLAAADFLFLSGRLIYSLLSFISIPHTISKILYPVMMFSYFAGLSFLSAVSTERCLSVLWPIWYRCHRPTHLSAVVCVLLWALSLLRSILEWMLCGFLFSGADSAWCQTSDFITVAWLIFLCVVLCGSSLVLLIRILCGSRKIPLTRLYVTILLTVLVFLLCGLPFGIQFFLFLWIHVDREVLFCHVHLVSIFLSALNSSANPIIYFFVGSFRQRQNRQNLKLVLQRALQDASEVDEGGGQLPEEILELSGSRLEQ
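Assay system: stable human MrgX1 HEK293 cell line. Quantity: 15,000 cells per well. Schedule: cells plated overnight, dye loaded 0.5 h 37 °C, 0.5 h room temperature. Detection: Fluo-4 NW calcium-flux fluorescence, kinetic read. Read-out basis: peak-minus-minimum fluorescence over baseline, converted to B scores. Control set: positive and negative control wells on each plate.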
TRPC6 inh: mouse TRPC6 channel inhibition. B-score at 10 µM. Q61143. hit rate 1.1% among 310,000. HEK293-TRPC6, membrane potential dye, ACh-evoked depolarization; active compounds read low. AID 2553;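 active = B-score under library mean minus 3 SD, initial fluorescence not abnormally high, positive integrated signal ratio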;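 note: B-score derived from integrated fluorescence ratio over the kinetic read; more negative B-score means stronger inhibition of depolarization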
MrgX1 antag: human MrgX1 receptor antagonism, primary screen; Q96LB2; MRGX1-HEK293 calcium flux, Fluo-4, BAM8-22 antagonism; active compounds read low; B-score at 10 µM; hit rate 1.3% among 310,000; AID 588676;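 active = calcium-response B-score plate-corrected more than 3 library SD below zero, starting fluorescence within 5 deviations, no agonist response on first addition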;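 note: peak minus trough fluorescence over baseline after final BAM8-22 challenge near maximal dose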
MrgX1 PAM: allosterically activates human MrgX1 receptor signaling. Q96LB2. MrgX1-HEK293, Fluo-4 calcium flux, FDSS; active compounds read high. B-score at 10 µM. hit rate 0.63% among 310,000;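 active = plate-corrected calcium response at least 3 library SD above typical, normal starting fluorescence, not activating the receptor alone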;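 note: compound read alongside a low EC10 to EC30 dose of BAM8-22 agonist; peak minus trough fluorescence over baseline measured at the second addition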
TRPC6 activator: activates the mouse TRPC6 cation channel; Q61143; HEK293-TRPC6 membrane potential dye fluorescence; active compounds read high; B-score at 10 µM; AID 2550; hit rate 0.13% among 310,000;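 active = B-score of the integrated fluorescence ratio above library mean plus 3 SD, and starting fluorescence ratio within library mean plus 5 SD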;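 note: higher score means more depolarization so channel activation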
SKKanGAS inh: blocks kanamycin growth of S. pyogenes SKKanGAS strain; AID 1662; inhibition, % at 7.5 µM; BacTiter-Glo, 6 h; hit rate 1.3% among 300,000;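 active = mean replicate score, as percent of positive control median, at least 50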;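 note: strain carries kanamycin resistance gene driven by streptokinase promoter and grows in 40 µg/ml kanamycin; loss of luminescence reflects streptokinase promoter inhibition or plain growth inhibition; 0% = median of DMSO wells and 100% = positive control at its reference dose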
TRPC4 block: inhibitors of mouse TRPC4 channel | hit rate 0.39% among 300,000 | Q9QUQ5 | HEK293 TRPC4beta/mu-opioid, DAMGO-evoked Fluo4 calcium flux; active compounds read low | B-score at 10 µM;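 active = B-score over 3 SD under the library average, no early fluorescence shift, positive overall ratio signal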
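System: stable TRPC4beta/mu-opioid receptor HEK293 cells; Dosing: single-point compound dosing; Measured by: Fluo4 Ca2+ flux fluorescence; Read-out basis: per-well B score of integrated baseline-normalized Fluo4 ratio.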
Platelet DG rel: platelet dense granule release activity | human platelet-rich plasma, SFLLRN dense granule ATP release, luminescence | inhibition, %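 (compounds screened at 7.5 µM in platelet-rich plasma)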 | hit rate 0.22% among 300,000;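 active = mean replicate score, as percent of positive control, at or above 50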
RGS4 pot: potentiators or activators of RGS4; HEK293 M3R/inducible RGS4, carbachol calcium flux Fluo4; active compounds read low; B-score at 10 µM; hit rate 0.92% among 310,000; AID 463111;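 active = B-score of the integrated calcium signal more than 4 SD below the library mean, with starting fluorescence not abnormally high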;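 note: negative B-score means reduced calcium response which marks RGS4 activation or potentiation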
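test system = HEK293 cells with stable M3R and inducible RGS4 | schedule = recording 10 s baseline at 1 Hz, 100 s post-agonist | technique = Fluo4-AM (2 µM) calcium-flux fluorescence, kinetic read | measure = Agonist-evoked peak-minus-minimum fluorescence over baseline, integrated ratio, B score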
* marks the source's active call; other numbers are inactive results; i = inactive.

Sample of the layout:
SMILES	RGS4 block	HIF act	MrgX1 ag	TRPC6 inh	MrgX1 antag	MrgX1 PAM	TRPC6 activator	SKKanGAS inh	TRPC4 block	Platelet DG rel	RGS4 pot
COCC(C)NC(=O)c1ccccc1OC(C)=O (configuration not stated)	i	0.2	i	i	i	i	i	6	i	-2	i
CC(C)C(OC(=O)c1ccco1)C(=O)NCc1ccccc1 (configuration not stated)	i	0.4	i	i	i	i	i	-4	i	2	i
O=C(NNC(=O)c1csc(-c2cccnc2)n1)c1ccccc1	i	0.4	i	i	i	i	i	-3	i	-1	i
COc1ccccc1CNC(=O)N1CCN(c2ccccc2C)CC1	i	0.0	i	i	i	i	i	-5	i	-46	i

The whole of this part, repeating the preview:
SMILES	RGS4 block	HIF act	MrgX1 ag	TRPC6 inh	MrgX1 antag	MrgX1 PAM	TRPC6 activator	SKKanGAS inh	TRPC4 block	Platelet DG rel	RGS4 pot
COCC(C)NC(=O)c1ccccc1OC(C)=O (configuration not stated)	i	0.2	i	i	i	i	i	6	i	-2	i
CC(C)C(OC(=O)c1ccco1)C(=O)NCc1ccccc1 (configuration not stated)	i	0.4	i	i	i	i	i	-4	i	2	i
O=C(NNC(=O)c1csc(-c2cccnc2)n1)c1ccccc1	i	0.4	i	i	i	i	i	-3	i	-1	i
COc1ccccc1CNC(=O)N1CCN(c2ccccc2C)CC1	i	0.0	i	i	i	i	i	-5	i	-46	i
CCn1c(SCC(=O)Nc2cccc(NC(=O)c3ccco3)c2)nnc1-c1cccs1	i	-0.5	i	i	i	i	i	5	i	7	i
Cc1ccc(OCc2ccc(C(=O)NNC(=S)NCC3CCCO3)o2)c([N+](=O)[O-])c1 (configuration not stated)	i	-17	i	i	i	i	i	3	i	-11	i
CCOc1ccsc1C(=O)NNC(=O)c1ccco1	i	-0.6	i	i	i	i	i	-8	i	-19	i
C[C@@H]([C@H](O)c1ccccc1)N(C)C(=S)Nc1ccccc1	i	-4.0	i	i	i	i	i	-3	i	8	i
CC1CCC2(CC1)NC(=O)N(CC(=O)NC(=O)Nc1ccc3c(c1)OCCO3)C2=O (configuration not stated)	i	0.1	i	i	i	i	i	14	i	5	i
CCS(=O)(=O)c1ccc(C(=O)Nc2ccccc2OC)c(Cl)c1Cl	i	-0.9	i	i	i	i	i	2	i	-3	i
COc1ccc(N=C2SC(C(=O)Nc3ccc4c(c3)OCO4)CC(=O)N2C)cc1 (configuration not stated)	i	0.0	i	i	i	i	i	2	i	1	i
Cc1ccc(S(=O)(=O)NCCN2CCOCC2)c(C)c1C	i	0.3	i	i	i	i	i	-7	i	7	i
O=C(CN1C(=O)c2cccnc2Oc2ccc(Cl)cc21)N1CCCC1	i	0.6	i	i	i	i	i	-3	i	7	i
COC(=O)c1ccc(NS(=O)(=O)NC(=O)c2cn(C)c3ccccc23)cc1	i	5.0	i	i	i	i	i	2	i	21	i
O=C(CSCC(=O)N1CCN(c2ccccc2)CC1)Nc1nc(-c2ccc(Cl)s2)cs1	i	0.2	i	i	i	i	i	21	i	2	i
Cc1ccc(C)c(N(CC(=O)NC(C)(C)C)C(=O)CCC(=O)Nc2nccs2)c1	i	-12	i	i	i	i	i	-1	i	-3	i
CCC(C)[C@H](NS(=O)(=O)c1ccc(C)cc1)C(=O)N1CCC(C(=O)N[C@@H](Cc2ccccc2)C(=O)O)CC1 (some centres not stated)	i	-0.1	i	i	i	i	i	0	i	1	i
Cc1c(NS(=O)(=O)c2ccc3c(c2)NC(=O)CC(=O)N3)cccc1[N+](=O)[O-]	i	-0.7	i	i	i	i	i	-6	i	-7	i
Cc1cccc(-n2ncc3c(Nc4c(C)n(C)n(-c5ccccc5)c4=O)ncnc32)c1	i	-0.1	i	i	i	i	i	-1	i	-5	i
O=C(NNc1ccccc1)Nc1ccccc1F	i	0.1	i	i	i	i	i	3	i	3	i
COc1cccc(N2CCN(C(=O)CCC(=O)N3CCOc4ccc(C)cc43)CC2)c1	i	-0.3	i	i	i	i	i	-7	i	-2	i
CCOC(=O)Cc1csc(NC(=O)/C=C\c2ccccc2Cl)n1	i	1.0	i	i	i	i	i	-16	i	4	i
COC(=O)C1C(C(=O)OC)C1(c1ccccc1)c1ccccc1 (configuration not stated)	i	-0.4	i	i	i	i	i	-3	i	-26	i
COc1ccc(-c2c(C3=CCCCC3)oc3ccc(-c4ccc5c(c4)OCO5)cc23)cn1	i	-1.3	i	i	i	i	i	11	i	1	i
O=C(Nc1ccc2c(c1)OCCO2)N1CCN(c2ccc(F)cc2)CC1	i	1.2	i	i	i	i	i	-2	i	-1	i
CC1CCN(c2nc3c(c(=O)[nH]c(=O)n3C)n2CC(C)CSc2nnnn2-c2ccccc2)CC1 (configuration not stated)	i	0.4	i	i	i	i	i	-10	i	-9	i
CCc1nnc(NC(=O)c2nc3nccc(C)n3n2)s1	i	0.7	i	i	i	i	i	0	i	2	i
Fc1cccc(Oc2nc3ccccc3n3cccc23)c1	i	-0.4	i	i	i	i	i	7	i	13	i
CCCCOC(=O)C1=C(C)NC(=O)NC1c1cccc([N+](=O)[O-])c1 (configuration not stated)	i	1.1	i	i	i	i	i	3	i	2	i
Cc1ccc(Cn2ccnc2C(=O)Nc2ccccc2)cc1	i	1.8	i	i	i	9.7*	i	14	i	13	i
COc1ccc(-c2[nH]ncc2CN2CCCC(C(=O)c3ccc(OC)cc3OC)C2)cc1 (configuration not stated)	i	0.0	i	i	i	i	i	0	i	9	i
CC(=O)N/N=C/c1cc([N+](=O)[O-])ccc1OCCOc1ccccc1	i	0.0	i	i	i	i	i	2	i	2	i
CC1(C)Cc2c(C#N)c(N)sc(=S)c2CO1	i	-0.1	i	i	i	i	i	5	i	-3	i
CSC1=N/C(=C\c2ccc(C)cc2)C(=O)S1	i	0.3	i	i	i	16*	i	4	i	-28	i
CCn1c(=O)c(C(=O)NCc2ccccn2)c(O)c2ccccc21	i	-0.2	i	i	i	i	i	-4	i	4	i
COc1ccc(O)c(C=NCC(C)N=Cc2cc(OC)ccc2O)c1 (configuration not stated)	i	-0.4	i	i	i	i	i	-2	i	-5	i
CCc1nnc(NC(=O)CSc2nnc(COc3ccc(C#N)cc3)n2-c2ccccc2)s1	i	0.0	i	i	i	i	i	-3	i	0	i
Cc1ccc(SC(CC(=O)c2ccc(F)cc2)C(=O)O)cc1 (configuration not stated)	i	1.0	i	i	i	i	i	-4	i	2	i
O=C(CSc1oc(-c2ccc(F)cc2)nc1S(=O)(=O)c1ccc(F)cc1)NCC1CCCO1 (configuration not stated)	i	0.0	i	i	i	i	i	-1	i	3	i
CCOC(=O)C1CCN(C(=O)C2CCN(S(=O)(=O)N3CCC4(CC3)OCCO4)CC2)CC1	i	0.4	i	i	i	i	i	-1	i	-5	i
C=C(C)C1Cc2c(C)nn(-c3cccc4cccnc34)c2C1 (configuration not stated)	i	0.6	i	i	i	i	i	4	i	4	i
CCCc1cc2c(cc1NC(=O)c1ccc(C(C)(C)C)cc1)OCO2	i	1.2	i	i	i	i	i	-1	i	-11	i
Cc1cccc(C(=O)O/N=C(\N)c2ccc(Br)cc2)c1	i	1.4	i	i	i	i	i	-4	i	-2	i
O=c1oc2ccccc2c(O)c1Sc1ccc(Cl)cc1	i	-0.7	i	i	i	i	i	9	i	-6	i
CCC(=O)Nc1nc2c(OC)ccc(C)c2s1	i	-0.4	i	i	i	i	i	-4	i	-5	i
O=C(Nc1ccc2c(c1)CCC2)c1ccc(Cl)nc1	i	3.3	i	i	i	i	i	3	-6*	-7	i
Nc1ccc(C2(c3ccc(N)cc3)c3ccccc3C(=O)c3ccccc32)cc1	i	0.5	i	i	i	i	i	-2	i	-10	i
Cc1ccc(S(=O)(=O)NC(C)C(c2cccs2)N2CCN(c3ccccc3)CC2)cc1 (configuration not stated)	i	-0.1	i	i	i	i	i	6	i	0	i
CC(NC(=O)/C(C#N)=C/c1ccc(Cl)c([N+](=O)[O-])c1)c1ccccc1 (configuration not stated)	49*	0.4	i	i	i	8.9*	i	5	i	11	i
COc1ccc(CNC(=O)Nc2cccc(C(F)(F)F)c2)cc1OC	i	0.0	i	i	i	i	i	6	i	-1	i
Cc1cc(NS(=O)(=O)c2ccc(NC(=O)COc3ccccc3[N+](=O)[O-])cc2)no1	i	-0.3	i	i	i	i	i	9	i	-10	i
Cc1ccc(CNC(=O)CSc2nnc(CNC(=O)c3ccccc3)o2)cc1	i	0.1	i	i	i	i	i	1	i	9	i
CCCSc1nc(N)nc(-c2cccs2)c1C#N	i	1.4	i	i	i	i	i	12	-6*	-5	i
COc1ccccc1NC(=O)CSc1ccc(-c2cccs2)nn1	i	-0.4	i	i	i	i	i	-6	i	-4	i
CCN(CC)S(=O)(=O)c1ccc(N2CCOCC2)c(NC(=O)C2CCCC2)c1	i	0.1	i	i	i	i	i	2	i	-11	i
CCOc1cc(/C=C2/C(=N)N3N=C(C)SC3=NC2=O)ccc1OS(=O)(=O)c1ccc(C)cc1	i	0.0	i	i	i	i	i	1	i	5	i
Cc1ccc2c(cnn2C(=O)CCCC(=O)NC(C)c2ccccc2)c1 (configuration not stated)	i	0.0	i	i	i	i	i	2	i	4	i
CC(=O)Nc1nc(-c2cccc3ccccc23)cs1	i	1.7	i	i	i	i	i	0	i	2	i
COc1ccc(S(N)(=O)=O)cc1C(=O)NCC(C)(C)N1CCOCC1	i	-0.3	i	i	i	i	i	0	i	0	i
NC(=O)NC(CC(=O)NCc1ccc2c(c1)OCO2)c1ccccc1Cl (configuration not stated)	i	-19	i	i	i	i	i	1	i	-4	i
CC(=O)OC1COC(n2c(O)c(N=NC(N)=S)c3ccccc32)C(OC(C)=O)C1OC(C)=O (configuration not stated)	i	-1.2	i	i	i	i	i	12	i	-16	i
NS(=O)(=O)c1ccc(NC(=O)CSc2nnc(-c3cnccn3)n2-c2ccccc2)cc1	i	1.3	i	i	i	i	i	-6	i	17	i
